Screening data (PubChem BioAssay)
NR1D1 modulator – modulators of human Rev-erb alpha DNA binding; P20393; Rev-erbα–FITC-DNA binding, fluorescence polarization, 90 min; activity, % at 10 µM; actives 0.79% (n = 370,000); AID 1259318;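 active means activity above about 14%, limit read from the data; passing the limit was not always enough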;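 further: 0% = DMSO wells with 35 nM protein and 100% = DMSO wells with 750 nM protein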
rCAG RNA binder – binds r(CAG) RNA repeats. r(CAG) RNA repeat, TO-PRO-1 dye displacement fluorescence. inhibition, % at 3 µM. actives 1.3% (n = 370,000);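 active means inhibition above the plate cutoff, the mean of all test compounds on that plate plus 3 SD, cut at about 35% in these data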;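 further: 0% = DMSO alone and 100% = 100 µM mitoxantrone as full dye displacement; higher means more dye released from RNA so lower well fluorescence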
LEDGF integ inh – blocks HIV-1 LEDGF/p75-dependent DNA integration; TR-FRET IN-LEDGF/p75 DNA integration, Eu/Cy5; inhibition, % at 3.7 µM; actives 0.64% (n = 370,000);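 active means inhibition above the screen-wide mean plus 3 SD, cut at about 13% in these data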;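 further: signal is the Cy5 over europium emission ratio at 671 and 618 nm; 0% = plate median of compound wells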
TDP2 inh – blocks human TDP2 phosphodiesterase activity; O95551; recombinant TDP2, T5PNP hydrolysis, p-nitrophenol absorbance 415 nm; inhibition, % at 12.8 µM; actives 0.34% (n = 370,000);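 active means inhibition above the mean of all tested compounds plus 3 SD, set per campaign, cut at about 25% in these data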;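 further: 0% = DMSO with enzyme and 100% = buffer with substrate but no TDP2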
Target sequence (O95551 whole entry, looked up): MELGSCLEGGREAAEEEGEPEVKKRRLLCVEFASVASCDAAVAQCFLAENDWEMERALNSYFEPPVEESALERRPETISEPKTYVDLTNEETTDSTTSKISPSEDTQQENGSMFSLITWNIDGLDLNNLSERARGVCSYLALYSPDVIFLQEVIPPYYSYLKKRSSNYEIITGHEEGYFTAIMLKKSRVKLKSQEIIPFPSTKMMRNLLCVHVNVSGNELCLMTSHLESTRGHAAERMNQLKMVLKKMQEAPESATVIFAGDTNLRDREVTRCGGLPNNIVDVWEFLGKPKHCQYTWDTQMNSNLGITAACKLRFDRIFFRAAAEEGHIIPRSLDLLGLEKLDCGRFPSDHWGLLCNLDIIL
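Test system: human TDP2 enzyme; Input: 120 nM TDP2 per well; Buffer or medium: Mg2+-containing Tris-HCl buffer, pH 7.5; Reagent: 5 mM T5PNP; Dosing: 12.8 µM single point, 1% DMSO; Incubation: reaction 2 h, 37 °C; Detection: p-Nitrophenol epi absorbance; Read-out: % inhibition relative to enzyme-containing and enzyme-free wells; Replicates: single well per compound.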
PG9 binder – binds the HIV-1 gp120 antibody PG9. AID 624416. TR-FRET gp120-PG9 antibody binding. actives 0.43% (n = 360,000). inhibition, % at 6.7 µM; in the data active means inhibition above about 8.5%
mABHD4 FP – ABHD4 (mouse) inhibition, primary FP screen; Q8VD66; purified mABHD4, FP-Rh probe fluorescence polarization; inhibition, % at 8.92 µM; actives 0.54% (n = 370,000);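 active means inhibition exceeding the mean over every tested compound plus 3 SD, cut at about 30% in these data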;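 further: 0% = plate median of compound wells and 100% = S159A mutant with DMSO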
Target sequence (Q8VD66 whole entry, looked up): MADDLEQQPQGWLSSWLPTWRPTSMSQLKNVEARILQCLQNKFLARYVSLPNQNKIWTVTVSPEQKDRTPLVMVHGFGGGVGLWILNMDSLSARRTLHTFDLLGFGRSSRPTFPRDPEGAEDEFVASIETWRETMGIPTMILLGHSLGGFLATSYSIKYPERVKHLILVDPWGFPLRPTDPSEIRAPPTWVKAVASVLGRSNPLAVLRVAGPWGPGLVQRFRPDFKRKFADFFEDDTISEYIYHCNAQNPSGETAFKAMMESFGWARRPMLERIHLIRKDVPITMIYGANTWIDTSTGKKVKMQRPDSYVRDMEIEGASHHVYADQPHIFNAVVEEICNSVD
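assay system = mABHD4 protein | compound dosing = single nominal dose of 8.92 µM, 0.89% DMSO final | read-out basis = percent inhibition of probe binding, normalized to plate controls | schedule = Enzyme–compound pre-incubation 45 min, then probe 60 min, both 25 °C | detection = fluorescence polarization, excitation 525 nm, emission 598 nm, BODIPY TMR filters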
HTRA1 inhibitor – inhibitors of human serine peptidase HTRA1; actives 0.5% (n = 340,000); Q92743; inhibition, % at 5.96 µM; recombinant HTRA1, FP-rhodamine activity-based probe, fluorescence polarization; in the data active means inhibition above about 36%;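 further: 0% = enzyme with DMSO and 100% = wells lacking enzyme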
SIAE inh – human SIAE inhibition, primary screen | SIAE FP-Rh probe binding, fluorescence polarization | actives 0.69% (n = 370,000) | inhibition, % at 9.66 µM;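 active means inhibition above a cutoff: mean of compounds within the control limits plus 3 SD of those, cut at about 17% in these data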;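 further: 0% = plate median of compound wells and 100% = probe without SIAE protein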
PRMT1 FP inh – blocks human protein arginine methyltransferase 1 | inhibition, % at 2.79 µM | Q99873 | recombinant PRMT1, activity-based probe fluorescence polarization | actives 1.3% (n = 370,000);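 active means inhibition above about 21% made by adding two undisclosed values, limit read from the data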
Target sequence (Q99873 whole entry, looked up): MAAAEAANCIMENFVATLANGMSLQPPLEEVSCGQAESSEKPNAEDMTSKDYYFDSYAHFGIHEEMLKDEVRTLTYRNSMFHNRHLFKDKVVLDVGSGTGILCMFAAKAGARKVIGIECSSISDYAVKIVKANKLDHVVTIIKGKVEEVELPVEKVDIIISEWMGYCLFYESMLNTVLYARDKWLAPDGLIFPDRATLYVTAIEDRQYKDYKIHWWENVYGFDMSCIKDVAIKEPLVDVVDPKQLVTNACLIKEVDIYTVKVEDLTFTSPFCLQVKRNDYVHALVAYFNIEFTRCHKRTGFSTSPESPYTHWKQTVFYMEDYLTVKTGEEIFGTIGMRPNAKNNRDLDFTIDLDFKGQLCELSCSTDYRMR
TCR-CD3 inh – human TCR-CD3 binding inhibition | inhibition, % at 9.4 µM | TAMRA-labeled TCR probe fluorescence, biochemical | AID 651800 | actives 0.37% (n = 360,000); in the data active means inhibition above about 19%;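 further: recombinant mutant TCR 2C K166C tagged with TAMRA read by polarization; 0% = receptor in buffer alone and 100% = receptor with positive control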
Numbers without * were called inactive; · = no result given.

SMILES	NR1D1 modulator	rCAG RNA binder	LEDGF integ inh	TDP2 inh	PG9 binder	mABHD4 FP	HTRA1 inhibitor	SIAE inh	PRMT1 FP inh	TCR-CD3 inh
COc1ccc(OCCN2CCOCC2)cc1	-1	3	2	-3	-1.3	8	8	8	-2	-3
Cc1nnc(-c2cnn(C)c2N)n1Cc1ccc2c(c1)OCO2	0	0	-4	-7	-0.1	8	5	7	5	2
CS(=O)(=O)c1cnc(-c2ccccc2)nc1Oc1ccc(F)cc1	1	-6	2	4	-0.6	4	8	-3	-3	3
CC(C)[C@H](NC(=O)c1ccc(Cl)c(Cl)c1)C(=O)N1CCC[C@H]1C(=O)NCc1ccccc1	1	1	1	-1	-0.9	0	·	0	0	9
CC1CCN(CCCNC(=O)C2CC(=O)N(C3CCCCCC3)C2)CC1 (configuration not stated)	-6	-2	0	6	1.0	6	-1	9	0	0
CCCCCCSc1ccc(-c2nc3cnccn3c2NCCCC)cc1	25*	-1	0	-9	2.7	13	2	10	1	6
COc1ccc(-c2ccc(-c3noc(-c4ccco4)n3)c(OC)n2)cc1	17	11	1	-3	1.6	-2	-29	-26	2	-12
S=c1[nH]nc(-c2ccco2)n1/N=C/C=C/c1ccccc1	0	12	0	-9	-0.3	1	-2	2	13	8
Cc1ccc(-c2nn(-c3ccccc3)cc2NC(=O)CCl)cc1	-2	2	0	-4	-0.5	-14	-14	-2	0	2
S=C(NCc1ccccc1)NCc1ccc(Cl)cc1	5	-3	0	7	-1.2	-12	-17	-1	-1	-1
Cc1ccc(S(=O)(=O)N2CCC(C(=O)N3CCC[C@H]3C(=O)NCc3ccco3)CC2)cc1	-1	7	1	-2	1.2	2	-2	1	0	7
Cc1cc(C(=O)Nc2cccc3c2O[C@@H](CN(C)S(=O)(=O)c2ccccc2)[C@H](C)CN([C@@H](C)CO)C3=O)n(C)n1	1	-6	-2	-4	-0.1	1	-6	8	-4	4
COc1cc(NC(=O)N[C@@H](Cc2ccccc2)C(=O)O)cc(OC)c1	3	2	2	4	-0.7	6	-5	6	-2	-1
Cc1ccc(NC(C)C(=O)N/N=C/c2ccc([N+](=O)[O-])s2)cc1 (configuration not stated)	-3	12	-4	8	-3.0	1	9	2	0	4
O=C(CCCCCCCC(=O)N1CCCC1)N1CCCC1	0	-1	-2	-3	1.9	5	-4	4	1	-1
O=C(CN1CCCC1)N1c2ccccc2Sc2ccccc21	-3	-2	-3	14	-1.1	1	-12	8	-3	0
CCC(C)(C)NC(=O)C(c1ccncc1)N(C(=O)c1sc(C)nc1C)c1ccc(F)cc1 (configuration not stated)	1	-7	5	-4	0.0	-3	1	1	-9	1
C(COC1CC2CC1C1C2CC2OC21)OC1CC2CC1C1C2CC2OC21 (configuration not stated)	-3	0	-1	7	-3.4	5	-1	-1	-3	3
O=C(Cn1cnc2ccccc21)OCC(=O)N1CCCc2ccccc21	3	2	0	-3	-0.2	-9	-1	0	0	10
CS(=O)(=O)N(CC(=O)N1CCN(c2ccc(F)cc2)CC1)c1cccc(Cl)c1	-5	-6	3	-5	-0.6	3	-1	4	0	7
O=C(CCn1nc(-c2ccc(Cl)cc2)ccc1=O)N1CCN(c2ccccn2)CC1	-4	5	-2	4	0.1	5	1	0	2	2
Cc1ccc(-n2ncc3c2CCCC3NC(=O)CCc2cnn(C)c2)cc1C (configuration not stated)	0	-4	-3	-7	-1.4	-4	5	-3	0	-9
Cc1ccc(C)c(OCC(=O)OCC(=O)Nc2c(C)nn(-c3ccccc3)c2C)c1	-3	-10	-14	-16	-0.5	4	-5	6	5	-4
Cc1ccc(C)c(C(=O)NCCN(C)C)c1	5	-2	4	1	1.1	4	-2	-1	3	-4
CC(=O)Nc1sc(C)c(C)c1C(=O)OCC(=O)N(C)c1c(N)n(Cc2ccccc2)c(=O)[nH]c1=O	-4	2	-2	0	1.1	5	0	-1	-3	-2
CC(C)OC(=O)C1C2C=CC3(CN(Cc4cccs4)C(=O)C13)O2 (configuration not stated)	6	-1	-6	-6	-1.3	2	0	-1	4	2
O=C(NCCCCNC(=O)c1ccco1)c1ccco1	7	3	-6	-9	0.6	3	1	0	4	-2
C=CCNC(=S)Nc1sc2c(c1C(=O)OCC)CCN(C(=O)OCC)C2	0	7	1	3	0.5	0	-6	-5	5	-6
CC(=O)N1c2ccc(S(=O)(=O)NCC3CCC(C(=O)N4CCCCC4)CC3)cc2CC1C (configuration not stated)	1	-5	1	4	0.7	2	3	1	1	-1
CN1OC[C@@H]2CN(S(=O)(=O)c3cccc4ccccc34)[C@H](c3ccc(-c4ccccc4)cc3)C[C@@H]21	5	12	-1	-6	-0.8	-16	-34	-11	3	-6
CC1(C)CC(=O)c2sc(NC(=O)C(C)(C)C)nc2C1	9	-3	-1	-10	0.3	4	0	-5	-6	4
CCCN1CCC(=O)N([C@H](CN=[N+]=[N-])Cc2ccccc2)CC1	-3	-7	2	2	-4.1	5	-4	2	0	-3
CC(NC(=O)CSc1nc2sc3c(c2c(=O)n1-c1ccccc1)CCCC3)c1ccccc1 (configuration not stated)	12	0	-2	-14	0.2	1	3	0	-2	10
CC(C)CNC1CCS(=O)(=O)C1 (configuration not stated)	0	5	-1	-14	-0.5	1	1	2	-2	-2
Nc1nc2c(ncn2[C@@H]2O[C@H](C(=O)N[C@H](Cc3ccccc3)C(=O)NCCCc3ccccc3)[C@@H](O)[C@H]2O)c(=O)[nH]1	3	11	7	-5	-3.0	1	·	1	-3	-6
COc1ccc2c(c1)SC1=NCCS(=O)(=O)N12	-4	2	0	2	1.2	0	4	2	-1	11
C[C@H](CO)N1C[C@H](C)[C@@H](CN(C)C(=O)Nc2ccc(N3CCN(C)CC3)cc2)OCc2cn(nn2)CCCC1=O	0	-1	-7	0	0.4	-5	·	3	4	-1
Cc1cccc2nc(CNc3ccc(F)cc3)cn12	-2	-3	0	0	2.6	9	3	-2	-1	-3
CC(C)CC(C(=O)NC1CCCCC1)N(Cc1cccs1)C(=O)c1snc(C(N)=O)c1N (configuration not stated)	5	-5	-1	-4	-3.3	-13	-16	-9	-2	0
Nc1nc(-c2ccc3ccccc3c2)c(C2(O)C(=O)Nc3c(Br)cc(F)cc32)s1 (configuration not stated)	0	-1	-3	0	1.2	-1	1	3	-2	7
Cc1ccc(-c2cc(C(=O)N3CCN(c4ccc(O)cc4)CC3)c3ccccc3n2)cc1	-2	12	-1	-1	1.0	24	-7	10	10	-2
CCc1cc(=O)oc2c(C)c(OS(C)(=O)=O)ccc12	-2	-4	-2	2	-3.1	-1	-2	-2	-1	-7
O=C(NCCc1ccccc1)c1coc(=O)c(Br)c1	7	-4	-2	4	-0.1	2	-5	2	-3	-1
CCC1(C(=O)OC)NC(c2ccccc2OC)C2C(=O)N(C)C(=O)C21 (configuration not stated)	1	-1	0	1	-0.1	0	0	-4	2	8
O=C(CCN1CCOCC1)NCC1COc2ccccc2O1 (configuration not stated)	-1	0	4	3	-0.9	-3	5	0	3	2
O=C(NCCCN1CCOCC1)c1ccco1	-1	2	-1	-3	1.8	-1	1	-2	-5	2
CCCCCNc1nc(N2CCCC2)c2c(c1C#N)CCN(C)C2	-1	-14	-3	-13	-1.3	9	2	15	-1	-2
COc1cc(C(=O)Sc2ccc(Cl)cc2)cc(OC)c1OC	-2	-4	1	5	-0.5	-12	8	-6	2	4

14 entries from above, with two lines to a compound.
The line under a structure holds: NR1D1 modulator | rCAG RNA binder | LEDGF integ inh | TDP2 inh | PG9 binder | mABHD4 FP | HTRA1 inhibitor | SIAE inh | PRMT1 FP inh | TCR-CD3 inh
Nc1nc2c(ncn2[C@@H]2O[C@H](C(=O)N[C@H](Cc3ccccc3)C(=O)NCCCc3ccccc3)[C@@H](O)[C@H]2O)c(=O)[nH]1
    3 | 11 | 7 | -5 | -3.0 | 1 | · | 1 | -3 | -6
COc1ccc2c(c1)SC1=NCCS(=O)(=O)N12
    -4 | 2 | 0 | 2 | 1.2 | 0 | 4 | 2 | -1 | 11
C[C@H](CO)N1C[C@H](C)[C@@H](CN(C)C(=O)Nc2ccc(N3CCN(C)CC3)cc2)OCc2cn(nn2)CCCC1=O
    0 | -1 | -7 | 0 | 0.4 | -5 | · | 3 | 4 | -1
Cc1cccc2nc(CNc3ccc(F)cc3)cn12
    -2 | -3 | 0 | 0 | 2.6 | 9 | 3 | -2 | -1 | -3
CC(C)CC(C(=O)NC1CCCCC1)N(Cc1cccs1)C(=O)c1snc(C(N)=O)c1N (configuration not stated)
    5 | -5 | -1 | -4 | -3.3 | -13 | -16 | -9 | -2 | 0
Nc1nc(-c2ccc3ccccc3c2)c(C2(O)C(=O)Nc3c(Br)cc(F)cc32)s1 (configuration not stated)
    0 | -1 | -3 | 0 | 1.2 | -1 | 1 | 3 | -2 | 7
Cc1ccc(-c2cc(C(=O)N3CCN(c4ccc(O)cc4)CC3)c3ccccc3n2)cc1
    -2 | 12 | -1 | -1 | 1.0 | 24 | -7 | 10 | 10 | -2
CCc1cc(=O)oc2c(C)c(OS(C)(=O)=O)ccc12
    -2 | -4 | -2 | 2 | -3.1 | -1 | -2 | -2 | -1 | -7
O=C(NCCc1ccccc1)c1coc(=O)c(Br)c1
    7 | -4 | -2 | 4 | -0.1 | 2 | -5 | 2 | -3 | -1
CCC1(C(=O)OC)NC(c2ccccc2OC)C2C(=O)N(C)C(=O)C21 (configuration not stated)
    1 | -1 | 0 | 1 | -0.1 | 0 | 0 | -4 | 2 | 8
O=C(CCN1CCOCC1)NCC1COc2ccccc2O1 (configuration not stated)
    -1 | 0 | 4 | 3 | -0.9 | -3 | 5 | 0 | 3 | 2
O=C(NCCCN1CCOCC1)c1ccco1
    -1 | 2 | -1 | -3 | 1.8 | -1 | 1 | -2 | -5 | 2
CCCCCNc1nc(N2CCCC2)c2c(c1C#N)CCN(C)C2
    -1 | -14 | -3 | -13 | -1.3 | 9 | 2 | 15 | -1 | -2
COc1cc(C(=O)Sc2ccc(Cl)cc2)cc(OC)c1OC
    -2 | -4 | 1 | 5 | -0.5 | -12 | 8 | -6 | 2 | 4

(cont.)
SMILES	NR1D1 modulator	rCAG RNA binder	LEDGF integ inh	TDP2 inh	PG9 binder	mABHD4 FP	HTRA1 inhibitor	SIAE inh	PRMT1 FP inh	TCR-CD3 inh
COc1cc(/C=C2/OC(=O)c3cc([N+](=O)[O-])ccc32)cc(OC)c1OC	0	0	3	7	-0.5	2	2	9	-2	5
CC(C(=O)Nc1ccc(O)cc1C(=O)O)N1C(=O)/C(=C\c2cccs2)SC1=S (configuration not stated)	-4	80*	0	-7	1.0	12	-18	-3	58*	2
COC(=O)COC(=O)c1ccccc1NC(=O)c1ccccc1	-2	-5	3	-1	1.8	-2	-17	-4	-1	-4
COc1ccc(Cl)cc1NS(=O)(=O)c1cccc(C(=O)NC2CCN(Cc3ccccc3)CC2)c1	3	22	1	-12	0.2	6	-8	-3	-1	2
CSc1nnc(-c2ccc(Br)s2)n1C	-2	2	0	-23	-3.7	-7	0	-8	-2	7
COC(=O)C(C)NC(=O)C1CCCN1S(=O)(=O)c1cc(C)c(Cl)cc1C (configuration not stated)	0	-5	-1	-3	0.6	5	6	-10	-1	5

Only part of the results is shown (hit frequency here may not be typical).
